# ABHD5 PLIN5 PPI – blocks binding of human ABHD5 to perilipin-5; Split G. princeps luciferase complementation, luminescence, 4 h; inhibition, % at 4 µM; AID 602281; 360,000 compounds, 0.78% hits;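 active = inhibition above the mean inhibition across every tested compound plus 3 SD, cut at about 22% in these data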;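 also: 0% = DMSO only wells and the 100% control is not disclosed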
# NCOA2 inhibitor – inhibits human steroid receptor coactivator 2. AID 651957. inhibition, % at 9 µM. Q15596. 370,000 compounds, 0.17% hits. HEK293 GAL4-SRC2 luciferase reporter, luminescence;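 active = inhibition above the mean inhibition of all tested compounds plus 3 SD, set per campaign, cut at about 52% in these data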;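 also: 0% = DMSO treated cells and 100% = cells given Gossypol at 36 µM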
# NOD2-RIPK2 inh – NOD2-RIPK2 protein interaction inhibition; O43353; CHO BLA complementation NOD2-RIPK2, CCF4 ratio; inhibition, % at 4.98 µM; 360,000 compounds, 0.38% hits; AID 624267; in the data active = inhibition above about 21%;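 also: 0% = vehicle only and 100% = reference blocker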
# m5-HT2A agonist – mouse HTR2A agonism via beta-arrestin recruitment; 360,000 compounds, 0.66% hits; AID 624169; activation, % at 7.6 µM; P35363; CHO-K1 mHTR2A beta-arrestin complementation, luminescence; percent of 30 µM serotonin response;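 active = activation above a run cutoff, the mean activation of all tested compounds plus 3 SD, cut at about 14% in these data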;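 also: 0% = plate median of compound wells and 100% = 30 µM serotonin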
# MC4R barr agon – activates human MC4R beta-arrestin recruitment. P32245. U2OS MC4R beta-arrestin complementation, luminescence; percent of melanotan II response, DMSO zero. activation, % at 8.9 µM. 360,000 compounds, 0.98% hits. AID 540308;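 active = activation above a per-plate cutoff, the mean activation of sample wells on that plate plus 3 SD, cut at about 8% in these data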
# H9c2 protect – modulators protecting cardiomyocytes from myocardial damage; protection from H2O2 cell death, % at 20 µM; H9c2 cardiomyocytes, H2O2 injury protection, ATPLite, 2 h; 360,000 compounds, 0.63% hits;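 active = compounds giving at least 50% protection of heart cells from peroxide-induced death in the single-dose screen, raw or plate-pattern-corrected value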;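 also: 0% = DMSO wells with peroxide and 100% = DMSO wells without peroxide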
# ABCB6 inh 2 – human ABCB6 transporter inhibition. Q9NP58. K562-ABCB6 porphyrin accumulation, flow cytometry, 1 h; hits give low values. fluorescence ratio to DMSO, % at 10 µM. 360,000 compounds, 0.19% hits. AID 602162;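 active = fluorescence ratio to DMSO below 75%, the collection mean minus 3 SD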;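 also: signal is porphyrin accumulated inside mitochondria; 100% equals median channel fluorescence of DMSO control wells; lower ratio means ABCB6 inhibition with less porphyrin fluorescence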
# Target sequence (Q9NP58 whole entry, looked up): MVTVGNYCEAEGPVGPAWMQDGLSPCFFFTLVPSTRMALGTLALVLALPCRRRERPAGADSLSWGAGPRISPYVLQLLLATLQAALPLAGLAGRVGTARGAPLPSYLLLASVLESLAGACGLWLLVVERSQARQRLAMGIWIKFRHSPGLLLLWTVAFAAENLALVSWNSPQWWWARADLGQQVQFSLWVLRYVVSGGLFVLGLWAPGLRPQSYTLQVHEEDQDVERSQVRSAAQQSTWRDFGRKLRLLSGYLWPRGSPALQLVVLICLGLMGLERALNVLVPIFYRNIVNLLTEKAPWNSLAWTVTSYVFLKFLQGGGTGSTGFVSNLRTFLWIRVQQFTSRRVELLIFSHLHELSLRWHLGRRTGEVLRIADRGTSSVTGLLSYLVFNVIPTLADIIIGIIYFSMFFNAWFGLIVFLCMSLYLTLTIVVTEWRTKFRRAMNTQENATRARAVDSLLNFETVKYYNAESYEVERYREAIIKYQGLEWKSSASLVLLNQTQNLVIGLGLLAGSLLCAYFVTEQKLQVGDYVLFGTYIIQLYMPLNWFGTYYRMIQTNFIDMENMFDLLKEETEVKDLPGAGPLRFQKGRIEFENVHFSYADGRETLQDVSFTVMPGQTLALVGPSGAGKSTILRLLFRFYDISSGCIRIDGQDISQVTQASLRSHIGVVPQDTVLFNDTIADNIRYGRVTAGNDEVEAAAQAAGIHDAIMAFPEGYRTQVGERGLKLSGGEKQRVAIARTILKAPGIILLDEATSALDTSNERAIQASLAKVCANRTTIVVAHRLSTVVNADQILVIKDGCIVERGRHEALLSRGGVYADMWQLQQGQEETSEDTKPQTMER
# N-glyco inh – blocks N-linked glycosylation in D54 reporter cells | AID 588692 | 360,000 compounds, 0.23% hits | reporter increase, % at 12.5 µM | D54 ERlucT glycosylation luciferase reporter, 24 h; percent of 100 nM tunicamycin response;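 active = mean luciferase reporter signal, scaled so untreated is 0 and the glycosylation-blocking control 100, at or above a set limit in every replicate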;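 also: luciferase carries N-glycosylation sites so blocking glycosylation raises the light; 0% = median of neutral control wells and 100% = median of 100 nM tunicamycin wells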
# MC4R antag cAMP – human MC4R antagonism in cAMP assay; 360,000 compounds, 0.48% hits; inhibition, % at 6.5 µM; P32245; MC4R-expressing cells, MTII-stimulated cAMP, LANCE TR-FRET;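 active = inhibition above its plate's cutoff, the mean of tested wells on that plate plus 3 SD, cut at about 29% in these data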;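 also: 0% = Melanotan II alone and 100% = Melanotan II plus saturating MCL0020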
#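 System – human MC4R-expressing U2OS cells · Also added – Melanotan II · Dosing – one concentration, 6.5 µM nominal · Timing – 30-min compound, 1-h challenge, 1-h detection, room temperature · Measured by – Eu-cAMP/anti-cAMP TR-FRET, emission 671 nm · Replicates – singlicate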
# TLR9-MyD88 inh – inhibitors of human TLR9-MyD88 binding. AID 504734. CHO BLA complementation TLR9-MyD88, CCF4 FRET ratio. inhibition, % at 4.98 µM. 340,000 compounds, 0.21% hits. Q9NR96+Q99836;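 active = inhibition above the mean over all tested compounds plus 3 SD, cut at about 21% in these data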;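 also: 0% = DMSO only wells and 100% = clavulanate BLA inhibitor control wells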
# Numbers without * were called inactive; / = not tested or not shown; & = joins results of further samples. Some of the compounds tested. The share of hits here may be higher or lower than overall.
Structure	N-glyco inh	m5-HT2A agonist	NOD2-RIPK2 inh	TLR9-MyD88 inh	H9c2 protect	ABHD5 PLIN5 PPI	MC4R barr agon	MC4R antag cAMP	NCOA2 inhibitor	ABCB6 inh 2
O=C(CS(=O)(=O)c1ccccc1)Nc1nnc(-c2cccs2)o1	1	1	1	1	0	-4	-2.5	-5	5	99
COc1ccc2ccccc2c1/C=N/NC(=O)c1cccc(Br)c1	1	-2	-6	-6	-1	0	-0.1	13	-4	107
N#Cc1cccc(CN2CCC(=O)N([C@H](CO)c3ccccc3)CC2)c1	0	2	5	3	4	-3	-1.7	-6	-12	107
COc1cc(C(=O)Nn2cnnc2)ccc1OC(F)F	0	-3	-8	11	5	-4	0.5	5	-16	91
COc1ccc([C@H]2/C=C\CN(S(C)(=O)=O)[C@@H](C)C(=O)N2Cc2ccc(F)cc2)cc1	0	-4	9	-11	-12	-8	-0.6	8	-16	96
COc1ccc(CNc2ccccn2)c(O)c1	2	-4	-15	-17	6	-4	0.0	0	3	103
O=C(CSc1nnnn1-c1cccc(O)c1)NC1CC1	0	4	-8	1	4	2	-4.5	7	-15	102
C=CCC[C@@H](Cc1ccc(F)cc1)C(=O)O[C@H](CNC(=O)[C@H](CC=C)CC(=O)N(CCO)Cc1ccccc1)c1ccccc1	-2	1	-5	9	-12	-2	-2.5	9	-16	100
COc1ccc2c(=O)c(-c3ccccc3C)c(C)oc2c1	0	-2	-5	8	-4	-2	-2.7	-2	-27	101
Cc1csc2c(NC3CCN(Cc4ccccc4)CC3)ncnc12	-6	-9	7	7	-6	-2	-1.8	11	-13	103
O=C(Oc1cc(=O)n2ccccc2n1)c1ccccc1	1	-1	-3	-2	3	4	-0.7	-5	-7	99
CC1=CCCC(C)(C)C1/C=C/C(C)=N/NC(=O)c1ccncc1 (configuration not stated)	2	3	10	1	12	-2	-2.8	21	0	97
O=c1oc2ccccc2c(N2CCCCC2)c1CN1CCCC1	0	5	4	2	4	3	-0.2	6	-2	96
Cc1noc(C)c1COC(=O)C1CC(O)CN1S(=O)(=O)c1ccc(Cl)cc1 (configuration not stated)	/	3	-3	-13	-1	1	-1.4	1	4	93
CCCCn1c(SCC(=O)NNC(=O)c2ccccc2)n[nH]c1=O	0	-1	2	1	0	-8	-2.1	2	-7	81
Cc1cc(NC(=O)CCN2C(=O)C3C4CCC(C4)C3C2=O)c(C)cc1Br (configuration not stated)	0	0	-7	-3	7	-4	-1.1	2	-5	100
CCN(CC(=O)Nc1ccc(NC(C)=O)cc1)C(=O)c1ccc(=O)n(C)n1	3	0	3	13	0	11	-0.6	6	-4	91
COc1ccc(-c2nnnn2C)cc1S(=O)(=O)Nc1ccc(C)cc1C	1	0	5	8	9	4	-4.7	5	-9	102
COc1ccccc1CNC(=O)[C@H](C)NC(=O)C1CCN(C(=O)[C@@H]2CCCN2C(=O)OC(C)(C)C)CC1	1	2	-3	1	-2	6	0.7	20	-51	96
COc1ccc2c(c1OC)C(=O)N(c1cccc(C)c1)C2=O	1	-2	-7	-17	11	5	-1.8	3	8	100
COC(=O)C1=C(C)N(C)C(=S)NC1c1cc(OC)ccc1OC (configuration not stated)	1	0	-3	1	33	2	-0.9	12	3	101
CC(C)NC(=O)c1onc(CSc2ccccn2)c1C(=O)NC(C)C	2	3	-4	5	6	2	-0.4	-2	-3	96
CCCOc1ccc(C(=O)NC(=S)N2CCN(c3ncc4c(=O)c(C(=O)O)cn(CC)c4n3)CC2)cc1	1	0	-6	-8	-2	3	-1.2	1	10	97
FC(F)(F)c1cccc(Cc2noc(CN3C[C@@H]4CCC[C@H]3C4)n2)c1	1	-5	14	1	-5	-2	-3.0	-1	-4	95
O=C(NCCNc1ccc([N+](=O)[O-])cc1Cl)c1ccccc1F	-6	-7	7	11	-2	1	-1.4	5	-13	98
CCC1COCCS(=O)(=O)N1Cc1ccccc1F (configuration not stated)	0	3	-2	-13	-2	-8	2.4	6	-20	99
Cc1c(NP(=O)(c2ccc(Br)cc2)c2ccc(Br)cc2)c(=O)n(-c2ccccc2)n1C	1	-2	0	-10	15	3	-3.1	9	21	84
Cn1cccc1C(=O)c1cccc([N+](=O)[O-])c1	0	-1	7	-7	-6	5	0.5	-12	-7	92
CN(c1ccccc1)S(=O)(=O)c1cc(C(=O)N2CCN(c3ncccn3)CC2)ccc1Cl	-11	-2	-4	-13	18	4	-1.1	3	14	93
CCOC(=O)[C@]12CCCC=C1N(Cc1ccc(Cl)cc1Cl)C(=O)[C@H](CC(=O)NCCCOC)C2	/	2	12	/	/	7	/	/	20	100
COC(=O)c1c(NC(=O)C(=O)NCCCN2CCOCC2)sc2c1CCCC2	-3	4	-18	-3	10	6	-0.5	-1	7	94
O=c1c(C(c2nnnn2C2CCCCC2)N2CCCCC2)coc2ccc(Cl)cc12 (configuration not stated)	8	2	1	-8	-4	7	-0.8	5	-1	96
Cc1c(/C=N/Nc2nc3ccccc3[nH]2)c2ccccc2n1C	-12	-9	10	6	-15	13	0.9	2	-78	94
Cc1ccc(NC(=O)C2CCCN2C(=O)OC(C)(C)C)cc1C (configuration not stated)	1	-3	4	-2	-2	-1	-1.0	2	-4	95
COCCCNC(=O)CCc1ccc(S(=O)(=O)Nc2ccc(C)cc2)cc1	0	1	2	11	-3	3	0.2	1	2	103
COc1cc(NC(=O)Nc2nc(C(N)C(C)C)cs2)cc(OC)c1OC (configuration not stated)	11	-8	9	/	12	-3	-0.8	-1	-10	95
CCn1nc(C)c(Br)c1C(=O)Sc1ccccc1Cl	5	-1	6	4	8	13	-2.7	-16	-1	96
O=C(CSc1ncn[nH]1)NCCc1ccc(Cl)cc1	-2	-1	-4	-1	6	6	0.9	3	-3	100
Cc1ccc(S(=O)(=O)N2CCCOC2CNC(=O)C(=O)NCc2ccncc2)cc1 (configuration not stated)	1	1	1	-6	7	-2	0.9	13	3	103
CCCCc1nnc(SCC(=O)Nc2nccs2)n1CC	0	0	3	2	3	2	-3.4	4	-3	97
Cc1nc(NC(=O)CN2CCOCC2)sc1-c1ccccc1	0	-1	-8	-6	-10	7	0.0	9	-24	112
CCCCN1CNC(=S)N(c2ccccc2OCC)C1	3	-1	-2	10	-5	2	-2.4	3	1	99
CC(C)(C)OC(=O)[C@H](Cc1ccccc1)NC(=O)c1[nH]cnc1C(=O)Nc1ccc(Cl)cc1	-5	0	-1	10	-11	-25	-4.4	13	13	101
Cn1ccc2c(-c3ccccc3F)cc3c(c21)C1CCC3C1 (configuration not stated)	-1	-5	3	/	-2	-16	/	/	-16	94
COc1ccccc1N1CCN(Cc2ccc(O)c3ncccc23)CC1	6	-14	-2	-8	37	1	-1.4	-3	14	99
CCOC(=O)[C@]12CCCC=C1N(CCC1=CCCCC1)C(=O)[C@H](CC(=O)NCCCOC)C2	/	2	2	/	/	-3	/	/	5	/
COCCn1c(CN2CCN(C(=O)c3ccco3)CC2)nc2c1c(=O)n(C)c(=O)n2C	1	4	-3	-7	-3	14	2.2	2	3	96
COC(=O)c1ccc(OCCn2cnc3ccccc3c2=O)cc1	2	3	3	8	-3	-3	-1.2	4	-22	104
CC1Cc2ccccc2N1C(=O)CNc1ccccc1N1CCCCC1 (configuration not stated)	-4	-4	-2	-4	-4	1	-0.9	3	-1	95
C[C@@H]1C[C@H]2[C@@H]3CCC4=CC(=O)C=C[C@]4(C)[C@@]3(F)[C@@H](O)C[C@]2(C)[C@@]1(O)C(=O)CO	4&5	0&-1	-8&-12	-5&-2	4&3	7&3	-0.7&-2.4	-1&17	-43	98&102
Cc1nc2ccccc2c(=O)n1CCc1ccc(O)cc1	1	2	-1	8	-3	-5	-1.0	3	10	82
COc1ccc(N2CCN(CC(O)COCc3ccccc3)CC2)cc1 (configuration not stated)	3	-5	-6	1	2	3	-2.0	1	-5	98
O=C(NNC(=O)c1ccc(-c2ccccc2)cc1)c1ccccc1	1	-1	5	4	-8	1	0.8	6	-31	102
C=CCn1c(Cc2ccc(OC)cc2)nnc1SCc1nc2ccccc2c(=O)[nH]1	-1	-2	-2	-3	20	-3	-0.3	2	-23	95
COc1cc(N(C)C)ccc1[C@]1(O)C(=O)N(C)c2ccc(Br)cc21	/	10	-10	/	/	8	/	/	3	/
CN1CCN(C(=O)CCC(=O)NCc2ccc(F)cc2)CC1	3	2	-2	-9	6	6	-0.1	-1	-48	95
COCCNC(=O)CN(C(=O)Cn1nnc2ccccc21)c1ccccc1C	0	3	-6	-8	-2	3	0.0	17	-10	104

# Among those listed so far, these have fluorine:
Structure	N-glyco inh	m5-HT2A agonist	NOD2-RIPK2 inh	TLR9-MyD88 inh	H9c2 protect	ABHD5 PLIN5 PPI	MC4R barr agon	MC4R antag cAMP	NCOA2 inhibitor	ABCB6 inh 2
COc1cc(C(=O)Nn2cnnc2)ccc1OC(F)F	0	-3	-8	11	5	-4	0.5	5	-16	91
COc1ccc([C@H]2/C=C\CN(S(C)(=O)=O)[C@@H](C)C(=O)N2Cc2ccc(F)cc2)cc1	0	-4	9	-11	-12	-8	-0.6	8	-16	96
C=CCC[C@@H](Cc1ccc(F)cc1)C(=O)O[C@H](CNC(=O)[C@H](CC=C)CC(=O)N(CCO)Cc1ccccc1)c1ccccc1	-2	1	-5	9	-12	-2	-2.5	9	-16	100
FC(F)(F)c1cccc(Cc2noc(CN3C[C@@H]4CCC[C@H]3C4)n2)c1	1	-5	14	1	-5	-2	-3.0	-1	-4	95
O=C(NCCNc1ccc([N+](=O)[O-])cc1Cl)c1ccccc1F	-6	-7	7	11	-2	1	-1.4	5	-13	98
CCC1COCCS(=O)(=O)N1Cc1ccccc1F (configuration not stated)	0	3	-2	-13	-2	-8	2.4	6	-20	99
Cn1ccc2c(-c3ccccc3F)cc3c(c21)C1CCC3C1 (configuration not stated)	-1	-5	3	/	-2	-16	/	/	-16	94
C[C@@H]1C[C@H]2[C@@H]3CCC4=CC(=O)C=C[C@]4(C)[C@@]3(F)[C@@H](O)C[C@]2(C)[C@@]1(O)C(=O)CO	4&5	0&-1	-8&-12	-5&-2	4&3	7&3	-0.7&-2.4	-1&17	-43	98&102
CN1CCN(C(=O)CCC(=O)NCc2ccc(F)cc2)CC1	3	2	-2	-9	6	6	-0.1	-1	-48	95

# Compound activity (PubChem)
